MITF primary: MITF inhibitors, primary screen, biochemical, AlphaScreen, human; Microphthalmia-associated transcription factor (Homo sapiens), O75030; AlphaScreen MITF homodimerization, bead proximity signal; inhibition, % at 2.6 µM; 0.91% of 650,000 active; in the data active = inhibition above about 50%;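 note: 0% = vehicle wells with protein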
FBW7 activator: FBW7 E3 ligase activators, primary screen, biochemical, AlphaScreen, human; normalized activity (activation), % at 26.1 µM; AlphaScreen FBW7–phospho-cyclin E peptide binding, activator screen; F-box/WD repeat-containing protein 7 (Homo sapiens), Q969H0; 0.13% of 650,000 active; in the data active = normalized activity above about 1.9%;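 note: purified mutant Fbw7 with reduced substrate affinity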
Target sequence (Q969H0 whole entry, looked up): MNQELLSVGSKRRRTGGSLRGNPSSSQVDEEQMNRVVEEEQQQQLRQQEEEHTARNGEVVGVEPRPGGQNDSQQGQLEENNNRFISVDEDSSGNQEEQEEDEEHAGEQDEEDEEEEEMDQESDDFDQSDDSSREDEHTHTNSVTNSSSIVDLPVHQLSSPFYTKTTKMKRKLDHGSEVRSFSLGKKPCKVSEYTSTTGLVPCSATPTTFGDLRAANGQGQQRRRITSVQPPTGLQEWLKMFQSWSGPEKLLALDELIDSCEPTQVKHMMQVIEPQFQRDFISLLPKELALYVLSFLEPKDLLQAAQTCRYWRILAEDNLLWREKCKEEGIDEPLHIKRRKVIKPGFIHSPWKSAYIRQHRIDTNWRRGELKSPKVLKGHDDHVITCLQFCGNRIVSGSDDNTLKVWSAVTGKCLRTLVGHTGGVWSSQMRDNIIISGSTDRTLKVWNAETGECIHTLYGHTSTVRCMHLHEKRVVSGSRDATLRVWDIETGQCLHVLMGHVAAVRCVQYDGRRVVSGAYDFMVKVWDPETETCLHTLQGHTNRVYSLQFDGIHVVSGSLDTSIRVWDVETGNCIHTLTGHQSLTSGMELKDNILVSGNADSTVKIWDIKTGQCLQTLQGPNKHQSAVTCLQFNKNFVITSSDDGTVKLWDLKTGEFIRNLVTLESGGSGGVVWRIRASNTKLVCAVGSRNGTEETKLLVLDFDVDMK
GPR151 activ: activators of human GPR151, primary screen, cell-based, PathHunter beta-arrestin, luminescence; PathHunter beta-arrestin GPR151 cells; activation, % at 11.2 µM; 1% of 650,000 active; in the data active = activation above about 4.9%;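 note: 0% = median of compound wells and 100% = cells with positive control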
TEAD-YAP inh: TEAD-YAP interaction inhibition, primary screen, TEAD-YAP interaction inhibitor project, luminescence, HEK-TIYL cells | TEAD-Gal4/YAP UAS-luciferase luminescence | inhibition, % at 9.12 µM | 1.4% of 640,000 active; in the data active = inhibition above about 32%;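 note: 0% = median of test compound wells and 100% = reference inhibitor wells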
Starred values were filed as active, the others as inactive.

SMILES	TEAD-YAP inh	GPR151 activ	MITF primary	FBW7 activator
C#CCOc1ccc(C2C(C(=O)OC)=C(C)NC(C)=C2C(=O)OC)cc1OC	4	-0.3	-3	-0.1
Cn1c(=O)c2c(ncn2CC(=O)Nc2cccc(F)c2)n(C)c1=O	-1	0.3	9	0.0
CCOC(=O)C(=NCCN(CC)CC)NNc1cc(Cl)ccc1Cl	-8	0.6	10	-0.2
N#C/C(=C(/O)CSc1nncn1-c1ccccc1)c1nc2ccccc2[nH]1	-21	0.6	23	0.2
CCOC(=O)C(CNC(=O)c1ccccc1)(Oc1ccc(Cl)cc1)C(=O)OCC	-4	0.4	10	0.0
CCN(CC)CCNC(=O)c1ccc2c(c1)N(Cc1ccccc1)C(=O)CS2	5	-0.7	-12	-0.4
CCCNC(=O)c1cc(-c2ccccc2OC)on1	-41	0.0	9	0.1
O=P1(Nc2cccc(C(F)(F)F)c2)C=C(c2ccccc2)OC(c2ccccc2)=C1	2	-1.6	18	1.2
CSc1ccc(NC(=O)c2cnc3scc(C(C)(C)C)n3c2=O)c(C)c1	6	0.7	3	0.0
CC1=C(c2ccc(C)cc2)S(=O)(=O)N=C1N1CCC(Cc2ccccc2)CC1	-6	1.8	-2	-0.2
Cc1ccccc1NC(=O)C(=O)NNC(=O)COc1ccc2ccccc2c1	9	1.2	8	-0.1
O=[N+]([O-])c1ccc(SCCc2ccncc2)cc1	12	-0.7	-3	0.4
O=[N+]([O-])c1ccc(/C=N/Nc2nc(N3CCCCC3)nc(N3CCCCC3)n2)o1	-5	0.5	-5	-0.1
O=c1c2ccccc2nc(/C=C/c2c[nH]c3ccccc23)n1-c1ccc([N+](=O)[O-])cc1	-2	1.0	16	0.5
Cc1ccccc1N1C(=O)c2ccc(C(=O)OCC(=O)c3ccc(C)c([N+](=O)[O-])c3)cc2C1=O	4	3.3	-12	-0.2
O=C(c1ccco1)N1CCN(C(=O)C2CCCN(c3ccc(-n4cccn4)nn3)C2)CC1 (centres undefined)	5	0.6	6	-0.6
CCOC(=O)c1c(NC(=O)C2CCCCC2)sc2c1CCC(C)C2 (centres undefined)	10	0.2	13	0.1
COc1ccc(Br)cc1/C=N/NC(=O)c1ccco1	-24	2.0	23	0.2
O=C1CCCN1CCCNc1nc(N2CCC(N3CCOCC3)CC2)nc2nc[nH]c12	8	-0.1	-4	0.2
COc1ccc(C2CC(c3cccs3)=NN2C(=O)CSc2nnc(CNC(=O)c3cccs3)n2-c2ccc(F)cc2)cc1 (centres undefined)	-5	1.1	1	-0.2
CS(=O)(=O)N1CCN(Cc2ccccc2)CC1	-5	-0.8	4	-0.1
O=C(CCOc1ccccc1)N1CC(=O)N(CCc2ccccc2)C(=O)C1	-1	0.6	-2	0.1
COC(=O)c1ccc(NC(=O)/C=C\C(=O)O)cc1	0	0.1	-18	0.0
O=C(O)Cc1ccc(Nc2nccc(-c3ccccc3)n2)cc1	53*	0.2	17	0.0
COc1ccc(S(=O)(=O)NCCSC2CCCCC2)cc1Cl	-9	-0.7	11	0.0
COc1ccccc1NS(=O)(=O)c1cccc([N+](=O)[O-])c1	1	-2.5	10	0.4
NC(=O)COC(=O)c1ccc(C(=O)c2ccccc2)cc1	4	-3.0	18	0.4
COc1cccc(C(CNC(=O)C2CCN(S(C)(=O)=O)CC2)N2CCOCC2)c1 (centres undefined)	2	0.6	8	0.0
Cn1c(=O)n(Cc2ccc(Cn3c(=O)c4c(ncn4Cc4ccccc4)n(C)c3=O)cc2)c(=O)c2c1ncn2Cc1ccccc1	11	-0.8	19	0.2
O=C(Nc1nnc(COc2ccc(C3CCCCC3)cc2)s1)C12CC3CC(CC(C3)C1)C2	-10	-0.6	26	1.9*
COC(=O)/C(C#N)=C/c1c(Oc2ccccc2Cl)nc2c(C)cccn2c1=O	4	0.3	15	0.0
Cc1cc(C)c(C#N)c(Nc2cc(Cl)ccc2Cl)n1	-6	-1.1	12	0.2
CC(=O)Oc1ccc2nc(-c3ccc(C(C)(C)C)cc3)oc(=O)c2c1	27	0.4	11	-0.1
COc1ccc(C(=O)N2CCN(Cc3ccc(OC)c(Br)c3)CC2)cc1	4	-1.6	43	0.6
CCOCCCNC(=O)c1c[nH]c2ccc(S(=O)(=O)N(C)c3cccc(C)c3)cc2c1=O	25	-0.7	4	0.2
O=S(=O)(c1ccc(C(F)(F)F)cc1)N1CCC(N2CCCCC2)CC1	-5	0.6	1	0.3
CN(c1ccccc1)S(=O)(=O)c1ccc(C(=O)Nc2sc3c(c2-c2nc4ccccc4s2)CCCC3)cc1	2	0.8	-1	-0.5
O=C(NCC1CCCO1)C1CCN(C2CCN(C/C=C/c3ccccc3)CC2)CC1 (centres undefined)	13	0.4	6	0.4
Nc1c(C(=O)Nc2nnc(-c3ccccc3)s2)sc2nc3c(cc12)CCCC3	14	0.7	12	0.3
CCOC(=O)CCN(Cc1ccccc1Cl)S(=O)(=O)c1c(C)cc(C)cc1C	3	-1.0	3	-0.1
O=C(CSc1nc2nccnc2c(=O)n1Cc1cccs1)Nc1ccccc1	1	-1.6	5	0.1
CCC1(CCC(=O)NC(c2ccccc2)c2ccc(Cl)cc2)CCC(=O)N1 (centres undefined)	9	-0.6	2	-0.1
Cc1ccc(C2C(C#N)=C3N=C(N)c4c(sc5c4CCCCC5)N3C3=C2C(=O)CC(C)(C)C3)cc1 (centres undefined)	-4	0.7	8	-0.1
O=C1CCC(NC2CCCCC2)CCN1CCOc1ccccc1 (centres undefined)	9	-1.4	-3	0.0
CCCn1c(=O)c(C(=O)OCC)c(O)c2ccccc21	-1	1.6	-8	0.0
N#Cc1c(N)n[nH]c1-c1cc2c([nH]1)CCCC2	-11	3.5	5	0.0
Cc1nc(C)c(NC(=O)OC(C)C)cc1NC(=O)OC(C)C	1	1.0	-11	-0.2
Cc1nc2c(=O)oc3ccccc3c2n1C	-4	0.0	11	-0.1

As a working copy, two of the compounds above:
SMILES	TEAD-YAP inh	GPR151 activ	MITF primary	FBW7 activator
CCC1(CCC(=O)NC(c2ccccc2)c2ccc(Cl)cc2)CCC(=O)N1 (centres undefined)	9	-0.6	2	-0.1
Cc1ccc(C2C(C#N)=C3N=C(N)c4c(sc5c4CCCCC5)N3C3=C2C(=O)CC(C)(C)C3)cc1 (centres undefined)	-4	0.7	8	-0.1

(more compounds)
SMILES	TEAD-YAP inh	GPR151 activ	MITF primary	FBW7 activator
CC1=C(c2ccc(C)cc2)S(=O)(=O)NC1=NCc1ccc(Cl)cc1	-1	-1.5	9	0.0
CC(=O)c1ccc2c(c1)[nH]c1cc(C(C)=O)ccc12	46*	-0.1	10	0.2
c1ccc(Nc2nc(Nc3ccc4ncccc4c3)nc3c2ncn3-c2ccsc2)cc1	57*	2.6	10	-0.1
Cc1cc(C)cc(NC(=S)N(CCCN2CCCC2)Cc2ccco2)c1	4	0.3	10	0.1
Cc1n[nH]c(=S)n1/N=C/c1c(Cl)cccc1Cl	6	-1.2	-13	0.0
COc1ccc(CCN(C)C(=O)C2CCN(Cc3ccccn3)CC2)cc1OC	1	0.9	32	-0.1
COc1ccc(C2C(C(=O)c3ccc(Cl)cc3)N3c4ccccc4C=CC3C2(C#N)C#N)cc1OC (centres undefined)	-14	1.1	27	0.0
O=C(COc1ccc(Cl)cc1Cl)N1CCCCC1	-37	0.6	-8	0.6
CC(C)(C)c1ccc(C(=O)Nc2ccon2)cc1	25	-4.7	-15	0.1
CS(=O)(=O)Nc1ccccc1C(=O)Nc1ccccc1C(=O)NCc1ccccc1	11	1.6	6	0.8
COCCNC(=O)C1CC(=O)N(c2ccc(OC)cc2)C1 (centres undefined)	13	-0.9	0	0.1
CSc1nc(NN)c2ccccc2n1	-4	-0.4	5	0.0
CCCCCCOC(=O)C1=C(C)NC(=O)NC1c1ccc(OCCC)cc1 (centres undefined)	3	2.4	4	0.0
COc1ccc(Nc2ncnc3c2cnn3-c2cccc(C)c2)cc1Cl	-16	1.6	9	0.3
CCNC(=O)C(=O)NCC(c1ccco1)S(=O)(=O)c1ccccc1 (centres undefined)	-4	-0.4	-9	0.0
O=C(COc1ccccc1[N+](=O)[O-])N/N=C/c1cc([N+](=O)[O-])ccc1O	11	0.9	14	-0.1

Reformatted with two lines to a compound: six of the compounds above
Results follow in this order: TEAD-YAP inh	GPR151 activ	MITF primary	FBW7 activator
> CC(C)(C)c1ccc(C(=O)Nc2ccon2)cc1
  25	-4.7	-15	0.1
> CS(=O)(=O)Nc1ccccc1C(=O)Nc1ccccc1C(=O)NCc1ccccc1
  11	1.6	6	0.8
> COCCNC(=O)C1CC(=O)N(c2ccc(OC)cc2)C1 (centres undefined)
  13	-0.9	0	0.1
> CSc1nc(NN)c2ccccc2n1
  -4	-0.4	5	0.0
> CCCCCCOC(=O)C1=C(C)NC(=O)NC1c1ccc(OCCC)cc1 (centres undefined)
  3	2.4	4	0.0
> COc1ccc(Nc2ncnc3c2cnn3-c2cccc(C)c2)cc1Cl
  -16	1.6	9	0.3

Next records follow:
SMILES	TEAD-YAP inh	GPR151 activ	MITF primary	FBW7 activator
O=C(N/N=C/C=C/c1ccc([N+](=O)[O-])cc1)c1cncc(Br)c1	11	-1.0	2	0.1
COc1cc(N2CCCC2)ccc1C=C(C#N)C#N	4	1.2	0	0.1
O=C(c1ccccc1F)N1CCN(c2cccc(Cl)c2)CC1	11	0.4	18	0.1
CCCSc1ccc(Cl)cc1[N+](=O)[O-]	-1	2.8	-2	-0.1
S=c1nc[nH]c2c1oc1ccccc12	2	-1.7	12	-0.1
CC(=O)Oc1ccc2c(c1)C1c3ccccc3C2C2C(=O)C=CC(=O)C12 (centres undefined)	1	-0.2	11	-0.1
O=C(NCCNc1ccc(Cl)cc1[N+](=O)[O-])c1cccnc1	5	0.6	12	0.0
CCCNc1cc(-c2csc3ccccc23)nc(N)n1	5	0.1	3	-0.1
O=C(CSc1nccn(-c2cccc(F)c2)c1=O)Nc1ccc(F)cc1F	-34	1.8	16	0.7
COc1ccc(NC(=O)c2sc3nc4c(c(-c5ccco5)c3c2N)CCCC4)cc1	-1	-0.5	-2	0.0
O=C(CN(Cc1ccco1)C(=O)CNS(=O)(=O)c1ccccc1)NCc1ccccc1	-6	-0.7	11	0.0
O=C(CSc1nc2ccccc2o1)N/N=C/c1ccc(Cl)cc1	-13	-0.9	-2	-0.7
COc1ccc(NC(=S)N(N)CCC#N)cc1	1	-0.7	8	0.1
CCN(CC)CCn1c2ccccc2n2cc(-c3ccc(Br)cc3)nc12	-3	-1.5	-13	3.6*
C/C(CC(=O)Nc1ccc2ccccc2c1)=N\NC(=O)C12CC3CC(CC(C3)C1)C2	-40	-0.3	4	0.0
CC(C)NS(=O)(=O)c1cccc(S(=O)(=O)c2cccc(S(=O)(=O)NC(C)C)c2)c1	2	-0.5	-5	-0.2
COc1nc(N(c2ccccc2)c2ccccc2)nc(-n2ccnc2)n1	0	-2.2	15	0.2
O=C(CC1S/C(=N/N=C2\CSC(=O)N2)NC1=O)Nc1ccc(Br)cc1 (centres undefined)	5	0.6	21	0.0
CC(C)C(=O)Nc1c(C(=O)Nc2ccc(F)cc2)oc2ccccc12	19	0.5	0	0.0
CCn1c(C(=O)O)c(CC(=O)N(C)c2ccccc2C)c2ccccc21	8	0.7	10	0.3
CCCN1C(=O)CCc2cc(NC(=O)COc3ccc(C(C)(C)C)cc3)ccc21	14	-0.5	1	0.0
COc1ccccc1N1CCN(S(=O)(=O)c2cc(C)sc2C)CC1	5	6.1*	16	0.0
O=C(NCc1ccccc1)c1cc(F)c(F)c(F)c1F	21	1.4	2	0.2
O=C(Nc1ccccc1C(=O)NCCc1ccccc1)c1ccccc1Cl	13	1.1	31	0.1
CCC(C)Sc1nc(O)cc(=O)n1C (centres undefined)	-1	0.3	23	0.2
CC(C)c1ccc(N(CC(=O)NC2CCCC2)C(=O)CCC(=O)Nc2nccs2)cc1	1	0.0	10	0.4
CCCCn1c(CNC(=O)c2ccc(OC)cc2)nnc1SC(C)C(=O)Nc1sc2c(c1C(=O)OCC)CCCC2 (centres undefined)	5	-1.4	0	0.2
